Ecoli viability: reduces bacterial viability in AddAB counter-screen. E. coli V3065 growth, OD600 absorbance, 18 h. inhibition, % at 11.9 µM. 330,000 compounds, 0.27% hits;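 active = inhibition above the campaign's mean inhibition across all tested compounds plus 3 SD, cut at about 9.9% in these data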;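 note: uninfected addAB+ strain grown without phage in ampicillin broth; 0% = DMSO wells and 100% = ciprofloxacin 0.95 µg/ml wells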
DAGLB inhibitor: blocks human DAGLB lipase activity. 340,000 compounds, 0.059% hits. inhibition, % at 5.17 µM. AID 504411. Q8NCG7. HEK293T DAGLB membrane lysate, EnzChek fluorogenic substrate; in the data active = inhibition above about 34%;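 note: 0% = enzyme with vehicle and 100% = wells lacking enzyme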
Target sequence (Q8NCG7 whole entry, looked up): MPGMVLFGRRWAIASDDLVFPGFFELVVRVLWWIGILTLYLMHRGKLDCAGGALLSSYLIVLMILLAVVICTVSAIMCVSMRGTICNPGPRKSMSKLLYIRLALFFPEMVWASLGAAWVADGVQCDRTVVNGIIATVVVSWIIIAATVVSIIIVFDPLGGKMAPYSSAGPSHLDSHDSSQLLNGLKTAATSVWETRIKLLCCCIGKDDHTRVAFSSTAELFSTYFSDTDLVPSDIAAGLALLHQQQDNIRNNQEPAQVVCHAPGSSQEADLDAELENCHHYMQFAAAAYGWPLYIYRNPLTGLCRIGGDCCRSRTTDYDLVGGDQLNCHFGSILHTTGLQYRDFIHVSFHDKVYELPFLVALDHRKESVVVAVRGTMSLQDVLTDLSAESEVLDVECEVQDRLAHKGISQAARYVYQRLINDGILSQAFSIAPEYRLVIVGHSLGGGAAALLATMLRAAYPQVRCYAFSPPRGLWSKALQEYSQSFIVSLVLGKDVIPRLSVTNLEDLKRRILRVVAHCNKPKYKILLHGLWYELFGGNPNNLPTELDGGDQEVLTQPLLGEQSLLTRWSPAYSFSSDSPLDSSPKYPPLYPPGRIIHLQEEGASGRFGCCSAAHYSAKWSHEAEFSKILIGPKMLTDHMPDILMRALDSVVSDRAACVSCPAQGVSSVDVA
Wnt act: activators of Wnt/beta-catenin signaling | activation, % at 9.35 µM | Wnt/beta-catenin reporter cell assay, activator, plate reader | 300,000 compounds, 1.2% hits; in the data active = activation above about 30%, passing the limit was not always enough;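 note: 0% = neutral control wells and 100% = positive control wells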
CAL PDZ FP: human CAL PDZ-peptide interaction inhibition | Q9HD26 | purified CAL PDZ, TMR-peptide fluorescence polarization, 1 h | inhibition, % at 20 µM | 330,000 compounds, 0.02% hits;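 active = highest replicate inhibition of at least 40%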;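 note: plate controls were DMSO neutral control wells for no effect and unlabeled competitor peptide control wells for full effect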
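Material: tagged CAL PDZ domain; buffer or medium: 25 mM sodium phosphate pH 7.4, 150 mM NaCl, TCEP, IgG, Thesit; compound dosing: single point, 20 µM; schedule: 1 h incubation at room temperature before polarization reading; measured by: FP readout, S and P plane fluorescence; read-out basis: percent inhibition from loss of millipolarization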
Rtt109 Vps75: inhibitors of Candida albicans Rtt109/Vps75 histone acetyltransferase; Q5AAJ8; inhibition, % at 34.9 µM; 330,000 compounds, 0.16% hits; purified Rtt109/Vps75, ThioGlo CoA-SH fluorescence, 4 h; AID 540336;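 active = inhibition of at least 50% in every replicate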
Target sequence (Q5AAJ8 whole entry, looked up): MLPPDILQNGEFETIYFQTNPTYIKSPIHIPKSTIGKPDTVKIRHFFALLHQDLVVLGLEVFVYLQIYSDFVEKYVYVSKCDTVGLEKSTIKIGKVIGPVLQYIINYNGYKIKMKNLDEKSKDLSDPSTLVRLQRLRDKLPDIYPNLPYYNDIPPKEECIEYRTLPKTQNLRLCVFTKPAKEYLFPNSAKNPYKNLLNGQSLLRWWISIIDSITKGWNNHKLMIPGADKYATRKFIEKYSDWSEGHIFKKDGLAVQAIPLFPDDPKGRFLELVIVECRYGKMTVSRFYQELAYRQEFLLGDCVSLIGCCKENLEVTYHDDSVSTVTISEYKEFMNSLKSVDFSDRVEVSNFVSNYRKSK
PvdQ acylase: blocks Pseudomonas aeruginosa PvdQ acylase activity; purified PvdQ acylase, fluorescence plate reader; inhibition, % at 10 µM; 340,000 compounds, 0.063% hits; AID 488965; in the data active = inhibition above about 30%, passing the limit was not always enough;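 note: 0% = vehicle neutral wells and 100% = reference inhibitor wells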
PfHsp90 set2: reduces growth (ATP signal) of yeast expressing P. falciparum Hsp90. inhibition, % at 9.4 µM. AID 504621. 310,000 compounds, 0.32% hits. S. cerevisiae expressing PfHsp90, BacTiter-Glo ATP, 48 h; yeast lacking PDR1 and PDR3 efflux regulators;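 active = every replicate shows inhibition above about 80%, whatever the replicate mean, limit read from the data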;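 note: 0% = DMSO neutral controls and 100% = 20 µM radicicol positive controls; yeast relying on Plasmodium falciparum Hsp90 in place of its own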
AddAB inh: less growth of phage-infected E. coli with AddAB. E. coli expressing H. pylori AddAB, absorbance growth. inhibition, % at 11.9 µM. 330,000 compounds, 0.29% hits. AID 435030; in the data active = inhibition above about 12%;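 note: 0% = vehicle wells of infected cells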
phage Ecoli inh: E. coli growth loss with phage present; 360,000 compounds, 0.26% hits; inhibition, % at 11.9 µM; growth absorbance; in the data active = inhibition above about 11%
Tat export inh: inhibitors of E. coli Tat protein transport; 340,000 compounds, 0.036% hits; inhibition, % at 10 µM; E. coli MC4100 TorA-mCherry Tat export, fluorescence;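 active = mean replicate inhibition at least 50% and at least half of replicates individually reaching 50%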;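 note: exported cargo escapes ClpAP degradation while cytoplasmic cargo is degraded and loses fluorescence; 0% = median of neutral control wells and 100% = median of NaSCN control wells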
Starred values were filed as active, the others as inactive; nt = no result given; & = joins results of further samples.

SMILES | Ecoli viability | DAGLB inhibitor | Wnt act | CAL PDZ FP | Rtt109 Vps75 | PvdQ acylase | PfHsp90 set2 | AddAB inh | phage Ecoli inh | Tat export inh
CCOC(=O)C1CCN(C/C=C/c2ccccc2)CC1 | nt | 0 | 0 | 0.6 | 8 | -8 | -5 | nt | 3.6 | -7
COc1ccc(S(=O)(=O)N2CCN(CCOc3ccccc3Cl)CC2)cc1OC | -0.1 | -4 | -2 | 0.8 | 2 | 14 | 7 | 1.3 | -0.6 | 22
CCOc1ccc(N(CC(=O)NCc2ccccc2)C(=O)Cn2nnc(-c3ccc(C)o3)n2)cc1 | 1.2 | -4 | -4 | -2.7 | -7 | -13 | 15 | 0.1 | -0.4 | 4
OCC[C@@H]1C[C@H](O)[C@@H](O)[C@]2(Cc3ccccc3CO2)O1 | -0.3 | 0 | -1 | -0.3 | -6 | -4 | 18 | 4.4 | 3.3 | -1
COc1ccc(-c2cc(C(F)(F)F)n3nc(C(=O)Nc4cc(C)on4)cc3n2)cc1OC | -2.2 | 3 | nt | -0.8 | 7 | -7 | -6 | 2.2 | 3.0 | -12
COc1ccc(Br)cc1CN(C)C(=O)c1cc(Cl)c2c(c1)OCCO2 | 1.0 | -2 | -3 | -2.3 | 7 | -4 | -1 | 0.1 | -1.2 | 15
Cc1ccc(-c2cc(C(=O)NCc3ccco3)no2)cc1 | 1.1 | -6 | 23 | -1.4 | -4 | 2 | -28 | 0.6 | 4.7 | 6
Cc1ccc(NS(=O)(=O)c2ccc3[nH]c(=O)[nH]c3c2)cc1 | 0.3 | 0 | -1 | -1.5 | 8 | -3 | 9 | 0.7 | -2.2 | 12
COc1cc(C(=O)NCc2nnc(SCC(=O)NC3CCCC3)o2)cc(OC)c1OC | 1.9 | -5 | -1 | 0.5 | 8 | 4 | 19 | 1.9 | 2.0 | 4
CCOc1ccccc1NS(=O)(=O)c1cccc2nsnc12 | -0.5 | -2 | nt | -0.2 | -1 | 8 | -13 | 1.7 | 2.0 | -3
CCc1cc2c(=O)n(-c3ccccc3)c(=S)[nH]c2s1 | 0.6 | 4 | nt | -2.8 | 19 | 5 | -7 | 1.1 | 0.1 | -3
O=[N+]([O-])c1ccc(Cl)c(S(=O)(=O)N2CCCCCC2)c1 | -0.3 | -2 | nt | -0.3 | 3 | -11 | 34 | 1.3 | nt | -7
COc1cc(OC)c(C2N(c3ccc(Cl)c(Cl)c3)C(=O)C3CCCN32)cc1OC (stereo unspecified) | 1.3 | 4 | -4 | -1.4 | 0 | 12 | nt | 6.8 | 3.6 | -5
COc1cc(OC)c(OC)cc1CNc1nnnn1C | -1.6 | -1 | 1 | 0.2 | -3 | 8 | 7 | -0.7 | 0.5 | 9
O=C(CN(C(=O)c1csnn1)c1ccc(F)c(Cl)c1)NCc1ccc(F)cc1 | -0.6 | -1 | -1 | -3.7 | 0 | -9 | -5 | 0.6 | -1.5 | -4
CC(C)(C)C1=CC(=O)C(N2CCOCC2)=CC1=O | 2.4 | -3 | -2 | -0.6 | -12 | -2 | 38 | 1.1 | 3.3 | 4
COc1cccc(-n2cc3c(=O)n(C)c(=O)n(C)c3c2)c1 | 4.3 | 2 | nt | -0.1 | 6 | -7 | -10 | 1.5 | 0.5 | -1
O=C(O)c1cc(N2C(=O)C=CC2=O)cc(N2C(=O)C=CC2=O)c1 | nt | 2 | -4 | 1.0 | -6 | -6 | -2 | nt | 3.8 | 8
CS(=O)(=O)c1ccc(Cl)c(NC(=O)COC(=O)CNC(=O)c2ccc(Br)o2)c1 | 2.1 | -4 | 0 | -2.2 | 4 | -12 | -34 | 2.3 | 3.6 | 5
C=CCOc1cccc(C2C(C(=O)c3ccco3)=C(O)C(=O)N2Cc2ccncc2)c1 (stereo unspecified) | -2.1 | -1 | -4 | 0.2 | 11 | -9 | -1 | -2.4 | -0.8 | 2
Cc1nn2cc(-c3ccccc3)nc2s1 | 1.4 | 1 | 17 | -1.8 | -13 | -18 | nt | 0.2 | 1.4 | 15
COC(=O)c1ccccc1NC(=O)N[C@@H](C)C(=O)OC | 1.2 | 1 | nt | 0.0 | 3 | -4 | 5 | 1.1 | nt | 12
COc1ccc(NC(=O)COc2nc3ccccc3nc2N2CCOCC2)c(OC)c1 | -0.7 | 2 | 0 | -0.1 | 5 | 14 | 21 | 1.5 | 1.8 | -1
CCCOc1cccc(C(=O)Nc2cccc3ncccc23)c1 | 0.8 | 0 | -2 | -0.8 | 7 | 11 | -13 | 2.2 | 3.5 | -7
Oc1ccc(Cl)cc1CNCc1ccc(C(F)(F)F)cc1 | 3.7 | -17 | 1 | 0.1 | 2 | 6 | 7 | 3.5 | 4.0 | 1
COc1cccc(NC(=O)CSc2nc(C3CC3)nc3ccccc23)c1 | -1.1 | -10 | 0 | -0.5 | 9 | 2 | -88 | 2.0 | 1.9 | 22
CCc1ccccc1N(CC(=O)N1CCN(c2ccccc2)CC1)S(C)(=O)=O | -1.3 | 2 | 2 | -2.6 | -1 | -12 | nt | 1.3 | 2.2 | -3
Cc1noc(C)c1C(=O)Nc1cccc(S(=O)(=O)N2CCCCC2)c1 | -0.9 | -3 | -2 | -0.7 | 4 | 11 | -11 | -0.6 | -0.1 | -4
Cc1ccc(NC(=O)CN(C)C(=O)c2ccc(C(F)(F)F)cc2)cc1 | 1.3 | 0 | 6 | -3.0 | nt | 4 | -1 | 2.7 | 5.2 | -4
COc1ccc(CN2C(=NC(=O)C3CCCO3)SC3CS(=O)(=O)CC32)cc1OC (stereo unspecified) | -0.2 | 2 | -2 | -2.8 | -3 | -6 | -82 | 3.7 | 1.3 | -3
COc1ccc(OC)c(NC(=O)CSc2nnc(CNC(=O)c3cc(OC)c(OC)c(OC)c3)o2)c1 | -0.4 | 2 | 0 | 0.2 | -1 | 0 | 4 | 3.0 | 1.7 | 1
CC(=O)Nc1ccc(OCC(=O)NCc2ccc3c(c2)OCO3)cc1 | 0.7 | -1 | -1 | -0.2 | -8 | 1 | 40 | 0.8 | 1.2 | 22
Cc1ccccc1OCCC(=O)OCC(=O)NC(C)c1ccccc1 (stereo unspecified) | -1.4 | 1 | 2 | -1.8 | 0 | -14 | 0 | 2.7 | 2.8 | 2
CC(=O)c1c(C)[nH]c(C(=O)OCC(=O)N2c3ccccc3NC(=O)C2(C)C)c1C | 2.1 | -2 | -2 | -1.6 | -2 | 8 | -2 | 2.3 | 0.7 | 8
CCC(C)NC(=O)CN(c1cc(Cl)cc(Cl)c1)S(C)(=O)=O (stereo unspecified) | 1.0 | 0 | -2 | -1.6 | -2 | -13 | -16 | 0.9 | 3.0 | 4
O=C(OC1CCCC1)c1ccc(Cl)cc1Cl | nt | -1 | -1 | -0.8 | 1 | -1 | nt | nt | 4.4 | 18
Cc1ccc(C(=O)Nc2ccccc2N2CCN(C(=O)C(C)C)CC2)cc1C | -0.5 | -2 | -5 | -0.8 | 1 | 4 | 1 | 3.0 | 0.6 | -4
Cc1cc(C)c(C(=O)COC(=O)CNC(=O)c2ccccc2C)c(C)c1 | 0.2 | -5 | -4 | -2.0 | 4 | -2 | nt | -0.9 | 2.8 | -2
Cc1ccc(NC(=O)c2cc(S(=O)(=O)N3CCCC3)cn2C)cc1 | 0.6 | -5 | -1 | -0.6 | -5 | 2 | 3 | -0.2 | 2.0 | -4
Cc1[nH]nc2c1C(C(C)C)C(C#N)=C(N)O2 (stereo unspecified) | 2.5 | -3 | nt | nt | -13 | -20 | -7 | 6.7 | 2.7 | -7
CCOc1ccc2nc(NC(=O)CN3CCN(CC)CC3)sc2c1 | nt | 0 | 0 | -0.4 | -1 | -10 | 8 | nt | 3.6 | 1
Cc1ccccc1-c1n[nH]c(=S)n1/N=C/c1c(C)nn(-c2ccccc2)c1C | 0.3 | -2 | nt | 0.5 | -7 | 0 | -2 | 2.0 | 3.2 | -1
CCC(=O)NC(=S)Nc1ccc(NC(=O)c2cc3ccccc3o2)c(OC)c1 | 1.6 | nt | -2 | -1.2 | -8 | -13 | 12 | -0.2 | 2.3 | -1
O=[N+]([O-])c1cc(Cl)ccc1N1CCCC1 | 0.8 | 4 | -5 | -2.7 | -1 | -6 | 5 | 4.2 | 2.0 | 2
O=C(CN1CCC(O)(c2ccc(F)cc2)CC1)NCc1ccc(F)cc1 | 2.0 | 1 | nt | -4.6 | -2 | -25 | 11 | 0.8 | 0.6 | 0
CCOC(=O)C1=C(C)N(Cc2ccc(C(=O)O)cc2)C(=O)NC1c1ccc([N+](=O)[O-])cc1 (stereo unspecified) | 0.6 | 3 | 2 | 1.6 | -5 | -7 | -12 | 2.6 | 0.6 | -13
COc1cc(C(=O)NNC(=O)CNC(=O)c2ccc(Br)o2)cc(OC)c1OC | -1.0 | -5 | 1 | -2.5 | 47 | 6 | -1 | 0.6 | 3.7 | 1
COc1cccc(CNC(=O)CCC2CCCN(C(=O)c3ccc(OC)o3)C2)c1 (stereo unspecified) | 0.1 | 0 | 9 | -2.9 | -5 | -9 | 0 | -1.0 | 0.5 | 7

Entries of single compounds from above. Values in the order: Ecoli viability	DAGLB inhibitor	Wnt act	CAL PDZ FP	Rtt109 Vps75	PvdQ acylase	PfHsp90 set2	AddAB inh	phage Ecoli inh	Tat export inh
`Cc1[nH]nc2c1C(C(C)C)C(C#N)=C(N)O2` (stereo unspecified) as listed: 2.5	-3	nt	nt	-13	-20	-7	6.7	2.7	-7
`COc1cc(C(=O)NNC(=O)CNC(=O)c2ccc(Br)o2)cc(OC)c1OC` as listed: -1.0	-5	1	-2.5	47	6	-1	0.6	3.7	1

More compounds.
SMILES | Ecoli viability | DAGLB inhibitor | Wnt act | CAL PDZ FP | Rtt109 Vps75 | PvdQ acylase | PfHsp90 set2 | AddAB inh | phage Ecoli inh | Tat export inh
Nc1nc2n(n1)C(c1ccco1)CC(c1ccc(Cl)cc1)N2 (stereo unspecified) | -1.4 | -1 | -4 | -2.2 | 0 | -16 | 6 | 0.5 | 3.8 | 2
CC(C)NC(=O)c1cc2c(C(F)(F)F)nn(C)c2s1 | 1.2 | -2 | nt | -2.5 | -1 | -26 | -8 | 5.0 | 2.1 | 4
CCCC(C)C(=O)Nc1ccc(F)c(Cl)c1 (stereo unspecified) | 0.1 | -6 | -1 | -1.1 | -10 | -4 | nt | 0.7 | 0.1 | 3
O=C(NCc1ccccn1)c1cc(-c2ccc(Br)cc2)nc2ccccc12 | -1.9 | 0 | nt | -2.2 | 2 | -3 | -2 | 3.5 | 3.9 | -4
O=C1c2ccccc2NC(c2ccccn2)N1c1ccccc1F (stereo unspecified) | -0.9 | -1 | nt | -2.4 | nt | -5 | nt | -1.1 | 3.8 | 0
CC(C)C(NC(=O)c1c(F)cccc1F)C(=O)NCCc1ccc(S(N)(=O)=O)cc1 (stereo unspecified) | -0.3 | 0 | -2 | -2.3 | -9 | -5 | 2 | 2.8 | -0.7 | 3
O=C(COc1ccccc1)Nc1ncn[nH]1 | 0.1 | 2 | 1 | 0.9 | -5 | -1 | 12 | 1.4 | -1.6 | -9
CN1CCC[C@H]1c1cccnc1 | -1.2&1.0 | 0&2 | -3&1 | -0.4&0.4 | -8&9 | -10&-10 | -20&-2 | -0.6&1.1 | 0.8&5.0 | -7&5
CCN(CC)Cc1c(O)ccc2c(=O)c(-c3ccc4c(c3)OCCO4)coc12 | -0.4 | 0 | nt | -0.2 | 5 | -18 | -12 | 1.6 | 0.8 | -4

Screens as filed in PubChem.

An unsorted share of the library; overall some 1.9% were active at least once.
